Rab9 prom act: qHTS Assay for Rab9 Promoter Activators | Huh7 Rab9 promoter-luciferase reporter, luminescence, 24 h | Potency, µM (doses to about 9.22 µM), for the others: at the highest dose activation, negative = inhibition, most hits filed as activators | 320,000 compounds, 2.8% hits; also: % of control where 0% means no effect; nearly all actives have a fitted effect of over 60% in size
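Stable Rab9-luc Huh7, 1500 cells/well, 2 h settle; cmpd in DMSO, 24 h, 37 °C/5% CO2; luciferase reagent 10 min RT; luminescence.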
BRCA1 expr up: qHTS Assay to Identify Small Molecule Activators of BRCA1 Expression; MCF7-BRCA1-FFLuc reporter, luminescence, 48 h; response scale: scaled: vehicle 0%, 10 µM genistein 100%; Potency, µM (highest dose often 46.1 µM), for the others: top-dose activation, actives largely listed as activators; 380,000 compounds, 1.1% hits; also: nearly all actives have a fitted effect of over 80% in size; some results filed as inactive show a strong effect at the top dose
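Compounds are tested at multiple concentrations on MCF7 BRCA1-luciferase reporter cells seeded at 2000 per well; after 48 h, a single luminescence end-point is taken and curves fitted to the normalized data.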
uPA surface inh: qHTS for Inhibitors of Cell Surface uPA Generation; cell surface uPA generation assay, qHTS; Potency, µM (titrated, usually from 38.3 µM), inactives show top-dose activity change, negative = inhibition, usual class: inhibitors; 330,000 compounds, 0.31% hits; active = well fitted inhibition curve with a large enough effect; inconclusive = small, poorly fitted or top-dose-only effect; inactive = no such curve, though single readings can be large or run the other way; tested in mouse RAW 264.7 cells; also: % is scaled to controls: 0 for no effect and ±100 for the full control effect; nearly all actives have a fitted effect of over 55% in size
p53 reactivation: qHTS assay for re-activators of p53 using a Luc reporter | H1299 p53-A138V BP100-luciferase reporter, luminescence, 24 h | Potency, µM (doses to about 92.2 µM), for inactives: top-dose activity change, positive = activation, actives largely listed as activators | 320,000 compounds, 0.063% hits; also: % of control where 0% means no effect; nearly all actives have a fitted effect of over 45% in size
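p53-null H1299 cells stably carrying temperature-sensitive p53-A138V and a BP100-luciferase reporter were pinned with compounds (4-point, 1:5 series) and held 24 hrs at 37 deg C. Luminescence was read 10 min after detection reagent.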
NPC1 prom act: qHTS Assay for NPC1 Promoter Activators | Huh7 NPC1 promoter luciferase reporter, 24 h | Potency, µM (series often up to 9.22 µM), inactives show at the highest dose activation, actives largely listed as activators | 320,000 compounds, 2.4% hits | AID 485313, 2010;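 also: % of control where 0% means no effect; nearly all actives have a fitted effect of over 60% in size; reporter is driven by a mutant NPC1 promoter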
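Quantitative HTS used a cell-based reporter: Huh7 cells stably bearing the NPC1 promoter upstream of luciferase were treated with compounds for 24 h, and promoter activation was read as luminescence.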
VP16 counter: VP16 counterscreen qHTS for inhibitors of ROR gamma transcriptional activity | Drosophila S2 Gal4-VP16 UAS-luciferase, luminescence, 20 h | Potency, µM (top dose mostly 53.6 µM), inactives show at the highest dose activity, negative = inhibition, usual class: inhibitors | 310,000 compounds, 3.5% hits;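 also: Gal4-VP16 expression switched on by copper sulfate through the metallothionein promoter; % is scaled to controls: 0 for no effect and ±100 for the full control effect; nearly all actives have a fitted effect of over 50% in size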
ELG1 genotox: qHTS screen for small molecules that induce genotoxicity in human embryonic kidney (HEK293T) cells expressing luciferase-tagged ELG1; HEK293T ELG1-luciferase reporter, luminescence, 16 h; Potency, µM (highest dose often 46 µM), without a hit: top-dose activity change, positive = activation, most hits filed as activators; 330,000 compounds, 1.3% hits; AID 504466, 2011; also: % of control where 0% means no effect; nearly all actives have a fitted effect of over 60% in size
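DMSO vehicle served as control against compound-treated ELG1-luciferase HEK293T cells; exposure lasted 16 hr at 37 °C and 5% CO2, followed by ONE-Glo luminescence detection after 30 min.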
FLuc counter: qHTS profiling assay for firefly luciferase inhibitor/activator using purifed enzyme and Km concentrations of substrates (counterscreen for miR-21 project) | purified FLuc, Km substrates, luminescence inhibition | Potency, µM (doses to about 57.5 µM), for inactives: at the highest dose activity change, negative = inhibition, actives largely listed as inhibitors | 360,000 compounds, 6.9% hits;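 also: plate controls were vehicle for no effect and reference inhibitor for full effect; nearly all actives have a fitted effect of over 55% in size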
Target sequence (P08659 whole entry, looked up): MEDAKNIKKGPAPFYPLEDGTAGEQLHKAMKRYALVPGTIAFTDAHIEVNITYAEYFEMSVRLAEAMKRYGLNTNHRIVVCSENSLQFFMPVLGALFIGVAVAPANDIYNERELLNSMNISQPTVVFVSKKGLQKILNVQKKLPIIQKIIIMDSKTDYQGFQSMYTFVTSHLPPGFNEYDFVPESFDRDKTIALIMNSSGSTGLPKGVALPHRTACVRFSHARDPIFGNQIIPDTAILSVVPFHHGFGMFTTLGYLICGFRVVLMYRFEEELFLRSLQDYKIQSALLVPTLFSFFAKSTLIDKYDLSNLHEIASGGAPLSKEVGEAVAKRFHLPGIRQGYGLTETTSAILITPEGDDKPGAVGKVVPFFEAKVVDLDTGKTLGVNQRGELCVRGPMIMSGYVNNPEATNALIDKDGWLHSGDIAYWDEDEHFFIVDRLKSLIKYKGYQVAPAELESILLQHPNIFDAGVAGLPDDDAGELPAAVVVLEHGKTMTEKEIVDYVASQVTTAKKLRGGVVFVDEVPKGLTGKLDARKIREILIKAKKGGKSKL
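Biochemical qHTS of compounds, final roughly 60 µM downward over six points, against 10 nM purified firefly luciferase using Km concentrations of substrates (10 uM D-luciferin, 10 uM ATP) in Tris acetate pH 7.5 buffer; luminescence output.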
MLL CXXC-DNA inh: qHTS Fluorescence Polarization Assay for Inhibitors of MLL CXXC domain - DNA interaction | MLL-CXXC / FITC-HOXA9 DNA fluorescence polarization | Potency, µM (top dose mostly 115 µM), inactives show top-dose activity change, negative = inhibition, actives largely listed as inhibitors | 290,000 compounds, 0.037% hits | AID 2662, 2010; active = well fitted inhibition curve with a large enough effect in the polarisation, with a control signal flat, not every such curve was filed as active; inconclusive = small, poorly fitted or top-dose-only effect, or effect the other way, or a change in a side signal; inactive = no such curve, though single readings can be large or run the other way; the % refers to the polarisation
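Steps: dispense CXXC domain solution (7 uM) → pin compounds or unlabeled HOX-A9 DNA control → 5 min ambient → add FLSN-HOX-A9 solution (50 nM) → spin → 30 min ambient → fluorescence polarization. Tris pH 7.5/NaCl/DTT/BSA buffer.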
RORgamma inh: qHTS for inhibitors of ROR gamma transcriptional activity | Nuclear receptor ROR-gamma (Mus musculus), P51450 | Drosophila S2 Gal4-RORgamma UAS-luciferase reporter, 20 h | Potency, µM (top dose mostly 53.6 µM), inactives show top-dose activity change, negative = inhibition, actives largely listed as inhibitors | 310,000 compounds, 5.4% hits | AID 2551, 2010; also: % is scaled to controls: 0 for no effect and ±100 for the full control effect; nearly all actives have a fitted effect of over 60% in size
Target sequence (P51450 whole entry, looked up, the tested form may be a part): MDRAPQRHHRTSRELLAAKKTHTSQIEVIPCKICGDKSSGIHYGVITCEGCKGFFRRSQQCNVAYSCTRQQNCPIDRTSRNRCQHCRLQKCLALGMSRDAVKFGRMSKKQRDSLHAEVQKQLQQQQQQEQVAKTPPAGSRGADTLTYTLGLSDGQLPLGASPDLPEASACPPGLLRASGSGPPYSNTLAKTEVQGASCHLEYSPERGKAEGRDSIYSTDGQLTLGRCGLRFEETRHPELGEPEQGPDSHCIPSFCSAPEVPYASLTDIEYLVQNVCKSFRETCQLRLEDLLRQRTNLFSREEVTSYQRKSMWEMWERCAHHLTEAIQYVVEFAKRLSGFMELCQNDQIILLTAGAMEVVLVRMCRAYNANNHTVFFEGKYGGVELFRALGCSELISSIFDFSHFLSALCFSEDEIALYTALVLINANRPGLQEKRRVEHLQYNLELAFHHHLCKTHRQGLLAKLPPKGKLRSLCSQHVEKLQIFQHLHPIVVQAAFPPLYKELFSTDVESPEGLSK
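Luminescence from a UAS-regulated Photinus luciferase reporter in stably transfected Drosophila Schneider cells is measured; decreased signal marks ROR gamma inhibition. Fusion expression is induced by 700 uM copper sulfate for 20 hr.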
MBNL1 CUG block: qHTS Assay for Inhibitors of MBNL1-poly(CUG) RNA binding. Muscleblind-like protein 1 (Homo sapiens), Q9NR56. TR-FRET MBNL1-His/biotin-(CUG)12 binding, 665/545 ratio. Potency, µM (series often up to 57.5 µM), for the others: at the highest dose activity change, negative = inhibition, most hits filed as inhibitors. 280,000 compounds, 0.036% hits. AID 2675, 2010; active = well fitted inhibition curve with a large enough effect in the signal ratio, with a control signal flat, not every such curve was filed as active; inconclusive = small, poorly fitted or top-dose-only effect, or effect the other way, or a change in a side signal; inactive = no such curve, though single readings can be large or run the other way; the % refers to the signal ratio; also: % is scaled to controls: 0 for no effect and ±100 for the full control effect
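Compound titration spanned 92 nM–58 uM against the MBNL1-His/biotin-(CUG)12 complex. After 60 min at room temperature with 5 nM streptavidin-XL665 and 0.055 ng/ul terbium anti-His, ratiometric 665/545 nm emission (Ex 340 nm) normalized to controls.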
* marks the source's active call; other numbers are inactive results; ? = inconclusive; . = not tested or not shown; [ ] = dose if it differs, or a comment. Unless noted, calls follow the shape of the dose curve; as a rule, active = well fitted curve in the direction sought with a large enough effect; inconclusive = small, poorly fitted or top-dose-only effect, or another doubt; inactive = no such curve, though single readings can be large; an effect the other way counts as inactive or inconclusive. Potency is read from the fitted curve at half-maximal effect. This is a subset; rates above refer to the full screens.

cpd	compound	Rab9 prom act	BRCA1 expr up	uPA surface inh	p53 reactivation	NPC1 prom act	VP16 counter	ELG1 genotox	FLuc counter	MLL CXXC-DNA inh	RORgamma inh	MBNL1 CUG block
1	O=S(=O)(Nc1cc(Sc2cccc3cccnc23)c(O)c2ccccc12)c1ccccc1	-22%	.	.	-26%	-19%	2.8µM*	-15%	?	4%	1.3µM*	?
2	Cn1nc(C(=O)Nc2cccc(C(F)(F)F)c2)ccc1=O	-4%	1%	-3%	-1%	-3%	19%	9%	2%	-2%	-11%	-2%
3	Nc1cc(=O)[nH]c(SCCSc2cc(Cl)ccc2Cl)n1	0%	-5%	2%	-2%	-1%	3%	4%	-3%	9%	35%	-5%
4	O=c1c2ccccc2nc(SCc2ccccc2)n1Cc1ccco1	2%	-33%	-3%	3%	2%	-25%	-2%	6%	9%	38%	1%
5	CCC(C)(NC=O)C(=O)Nc1c(C)cccc1C (stereo not given)	7%	-2%	-3%	-1%	3%	-5%	0%	-1%	3%	0%	.
6	Cc1nc(NC(=O)CN2CCN(c3cccc(Cl)c3)CC2)sc1C(=O)N(C)C	-1%	-18%	0%	.	-1%	.	-1%	-1%	-9%	.	-1%
7	Cc1cc(C)n(Cc2ccc(C(=O)Nc3ccc(Br)cc3C)o2)n1	3%	8%	4%	-10%	1%	14%	-5%	1%	1%	17%	15%
8	CCOc1ccc(N2CC(C(=O)Nc3cc(OCC)c(N4CCOCC4)cc3OCC)CC2=O)cc1 (stereo not given)	-2%	-15%	4%	4%	0%	.	1%	-2%	.	.	.
9	COc1ccccc1C(=O)N1CCN(CCNC(=O)C(=O)Nc2ccc(Br)c(C)c2)CC1	-2%	-14%	-6%	-10%	2%	-8%	-13%	-1%	22%	21%	-4%
10	CNC(=S)NNC(=O)c1ccc(N(C)C)cc1	5%	?	0%	5%	-2%	10%	3%	3%	0%	-16%	8%
11	CC(C)CNc1oc(-c2ccccc2Cl)nc1C#N	-1%	41%	-1%	3%	0%	11%	3%	-20%	-6%	25%	9%
12	COc1ccc(-c2cc(C)no2)cc1S(=O)(=O)N1CCCN(Cc2ccccc2Cl)C1	-2%	-25%	-16%	-20%	-5%	1%	1%	-1%	-3%	-25%	-4%
13	Cc1ccccc1OCCNC(=O)c1ccco1	14%	85%	-2%	15%	15%	7%	13%	-6%	16%	28%	0%
14	COc1ccc(Nc2nc(N)nc(CN3CCC(Cc4ccccc4)CC3)n2)cc1	-1%	15%	?	-5%	0%	?	-8%	1%	5%	11µM*	-3%
15	Brc1ccc(C=Nc2ccc3c(c2)OCCOCCOCCO3)s1	2%	0%	-2%	3%	0%	2%	0%	11µM*	7%	-11%	.

The listing continues:
cpd	compound	Rab9 prom act	BRCA1 expr up	uPA surface inh	p53 reactivation	NPC1 prom act	VP16 counter	ELG1 genotox	FLuc counter	MLL CXXC-DNA inh	RORgamma inh	MBNL1 CUG block
16	CCN(CC)CCn1c(NCc2ccccn2)nc2ccccc21	1%	-2%	.	-2%	5%	0%	4%	1%	10%	-24%	-18%
17	O=C(CCN1C(=O)/C(=C\c2ccccc2)SC1=S)NCCCN1CCOCC1	-19%	-21%	-28%	10%	0%	-2%	-7%	-3%	-23%	?	?
18	O=C(COC(=O)c1ccc2ccccc2n1)c1ccccc1	-3%	-3%	5%	-3%	-2%	8%[10 µM]	-17%	6.7µM*	2%	11%	?
19	O=C(c1ccccc1)c1sc(N2CCCCCC2)nc1-c1ccccc1	1%	-21%	3%	13%	3%	-8%	-8%	?	-6%	-3%	72%[activator]
20	COc1ccccc1OCCn1cc(C#N)c2ccccc21	13%	-3%	1%	8%	-2%	-1%	-3%	-2%	-1%	?	16%
21	COc1ccc(/C=C2\SC(=O)N(CCNC(=O)Cn3cnnn3)C2=O)cc1	3.2µM*	89%	.	?	2.8µM*	3%	4µM*	12µM*	6%	5%	?
22	O=C(O)CSc1cccc[n+]1[O-]	.	-2%	-2%	.	.	10%	.	7%	-3%	-14%	-2%
23	Cc1ccc(S(=O)(=O)NC(C)(C)CSc2nncn2N)cc1	2%	-8%	6%	3%	1%	9%	-1%	1%	8%	15%	5%
24	COC(=O)c1cc(OC)c(OC)cc1NC(=O)c1ccc(OC)c(OC)c1	-2%	-14%	-1%	-1%	-6%	-5%	6%	1%	?	12%	32%[activator]
25	COc1ccc(NS(=O)(=O)c2ccc3oc(SC4CCOC4=O)nc3c2)cc1 (stereo not given)	-2%	-20%	6%	-2%	-1%	?	0%	1%	0%	0%	-23%
26	Cc1nn(-c2ccccc2)c(C)c1C(=O)OC/C(O)=C(\C#N)c1nc2ccccc2[nH]1	5%	-30%	5%	6%	1%	?	-8%	-19%	-6%	?	-1%
27	C=C(C)CC(NCCc1ccccc1)c1ccco1 (stereo not given)	7%	-32%	5%	2%	-1%	4%	0%	3%	-4%	28%	-1%
28	S=C1NCCOCCOCCNC(=S)N2CCOCCOCCN1CCOCCOCC2	-2%	0%	0%	0%	3%	1%	-1%	-1%	4%	-18%	-6%
29	CCN(C(=O)COC(=O)/C=C/c1c(C)nn(-c2ccccc2)c1C)C1CCS(=O)(=O)C1 (stereo not given)	-1%	11%	-1%	2%	-4%	5%	2%	-2%	17%	26%	-8%
30	Cc1ccc(-c2nc(C#N)c(NCc3ccco3)o2)cc1	?	?	-9%	?	?	2%	5.8µM*	4.8µM*	0%	35%	-1%

Among those listed so far, these have bromine:
cpd	compound	Rab9 prom act	BRCA1 expr up	uPA surface inh	p53 reactivation	NPC1 prom act	VP16 counter	ELG1 genotox	FLuc counter	MLL CXXC-DNA inh	RORgamma inh	MBNL1 CUG block
7	Cc1cc(C)n(Cc2ccc(C(=O)Nc3ccc(Br)cc3C)o2)n1	3%	8%	4%	-10%	1%	14%	-5%	1%	1%	17%	15%
9	COc1ccccc1C(=O)N1CCN(CCNC(=O)C(=O)Nc2ccc(Br)c(C)c2)CC1	-2%	-14%	-6%	-10%	2%	-8%	-13%	-1%	22%	21%	-4%
15	Brc1ccc(C=Nc2ccc3c(c2)OCCOCCOCCO3)s1	2%	0%	-2%	3%	0%	2%	0%	11µM*	7%	-11%	.

Additional structures
cpd	compound	Rab9 prom act	BRCA1 expr up	uPA surface inh	p53 reactivation	NPC1 prom act	VP16 counter	ELG1 genotox	FLuc counter	MLL CXXC-DNA inh	RORgamma inh	MBNL1 CUG block
31	CNC(=S)N/N=C/c1cn(CCOc2ccccc2OC)c2ccccc12	3%	-48%	-13%	-4%	-3%	1µM*	2%	-11%	-1%	0.89µM*	.
32	COc1ccccc1Nc1nnc(SCc2nnc(-c3cc(OC)c(OC)c(OC)c3)o2)s1	-1%	-29%	-7%	3%	-3%	20%	-1%	0%	8%	36%	16%
33	CC(C)c1ccc(C(=O)Nc2ccc(N3CCOCC3)cc2)cc1	-13%	0%	-8%	-4%	-2%	6%	-1%	?	9%	?	-15%
34	C#CCOC(=O)Nc1ccc(OCC(F)(F)F)nc1	19%	16%	-8%	0%	3%	?	5%	-19%	-11%	-18%	.
35	CCOC(=O)/C=C1\CC(C(=O)OCC)Oc2ccccc21 (stereo not given)	.	4%	4%	0%	.	-4%	-2%	.	.	8%	.
36	CCn1cc(CN2CCC(n3nccc3NC(=O)CCc3ccccc3)CC2)cn1	0%	-21%	5%	1%	-3%	-22%	1%	-2%	-8%	-2%	-10%
37	CCCC1(c2ccccc2)NC(=O)N(CC(=O)NCC2COc3ccccc3O2)C1=O (stereo not given)	2%	-12%	6%	-4%	-3%	.	-1%	.	.	.	.
38	CN(CCc1ccccn1)C(=O)CCc1nnc(CCCc2ccccc2)o1	?	13µM*	0%	8%	?	12%	?	15µM*	-6%	?	-12%

In the list so far, two contain a CF3 group:
cpd	compound	Rab9 prom act	BRCA1 expr up	uPA surface inh	p53 reactivation	NPC1 prom act	VP16 counter	ELG1 genotox	FLuc counter	MLL CXXC-DNA inh	RORgamma inh	MBNL1 CUG block
2	Cn1nc(C(=O)Nc2cccc(C(F)(F)F)c2)ccc1=O	-4%	1%	-3%	-1%	-3%	19%	9%	2%	-2%	-11%	-2%
34	C#CCOC(=O)Nc1ccc(OCC(F)(F)F)nc1	19%	16%	-8%	0%	3%	?	5%	-19%	-11%	-18%	.

Screening results as filed in PubChem BioAssay.
